# OX1R antag-1 = antagonists of human orexin 1 receptor. 0.43% of 330,000 active. CHO/OX1R cells, Fluo-8 calcium fluorescence, orexin A. AID 434989. inhibition, % at 5 µM. O43613;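 active = inhibition above its plate's threshold, mean inhibition of all tested compounds on the plate plus 3 SD, cut at about 37% in these data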;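 note: 0% = orexin A challenge wells and 100% = SB-334867-A antagonist wells; not every result past the cut was called active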
# Target sequence (O43613 whole entry, looked up): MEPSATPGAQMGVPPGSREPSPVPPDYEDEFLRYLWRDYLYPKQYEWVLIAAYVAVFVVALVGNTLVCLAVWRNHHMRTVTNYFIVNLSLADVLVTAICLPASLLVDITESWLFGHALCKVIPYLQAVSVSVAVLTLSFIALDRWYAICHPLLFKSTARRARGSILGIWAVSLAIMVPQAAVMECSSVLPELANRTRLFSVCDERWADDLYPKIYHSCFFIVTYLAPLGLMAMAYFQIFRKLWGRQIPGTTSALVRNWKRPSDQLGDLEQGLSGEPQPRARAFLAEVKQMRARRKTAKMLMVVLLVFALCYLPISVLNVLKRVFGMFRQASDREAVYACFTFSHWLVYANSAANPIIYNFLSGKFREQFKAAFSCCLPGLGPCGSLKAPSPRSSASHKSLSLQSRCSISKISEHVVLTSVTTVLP
# CHT PAM = human CHT allosteric activation; 0.49% of 310,000 active; CHT-expressing cells, membrane potential dye, choline EC20; stronger effect = higher value; LV-AA mutant CHT in HEK293 cells; B-score at 10 µM;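 active = initial fluorescence not abnormally high and integrated response B-score, plate-corrected, over 3 SD above library mean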
# Target sequence (Q9GZV3 whole entry, looked up): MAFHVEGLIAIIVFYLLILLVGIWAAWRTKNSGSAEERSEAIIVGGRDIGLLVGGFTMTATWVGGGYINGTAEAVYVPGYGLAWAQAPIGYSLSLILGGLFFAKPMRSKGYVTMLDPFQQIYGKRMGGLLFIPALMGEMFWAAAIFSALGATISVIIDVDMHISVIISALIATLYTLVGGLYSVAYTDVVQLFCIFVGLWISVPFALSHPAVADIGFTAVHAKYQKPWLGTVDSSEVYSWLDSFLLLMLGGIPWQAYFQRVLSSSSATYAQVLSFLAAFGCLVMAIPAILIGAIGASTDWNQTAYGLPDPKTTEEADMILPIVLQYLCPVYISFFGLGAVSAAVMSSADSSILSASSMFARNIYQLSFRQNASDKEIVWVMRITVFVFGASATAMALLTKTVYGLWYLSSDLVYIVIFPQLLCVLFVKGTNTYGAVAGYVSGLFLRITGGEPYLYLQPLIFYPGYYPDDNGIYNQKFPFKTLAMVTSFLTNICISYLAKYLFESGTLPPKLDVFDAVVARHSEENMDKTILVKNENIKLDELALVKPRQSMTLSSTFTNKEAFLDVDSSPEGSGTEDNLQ
# OX1R antag-2 = OX1R (human) antagonism; 1.8% of 330,000 active; inhibition, % at 6.6 µM; AID 485270; OX1R-expressing cells, FRET antagonist read-out; in the data active = inhibition mostly above about 38%, no sharp cut-off; inactive = mostly below about 40%;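 note: 0% = agonist challenge alone and 100% = reference antagonist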
# * hit, by the source's call; i = inactive; x = no result given. Rows were taken by chance; 2.5% or so of the library scored in one or more.
SMILES,OX1R antag-1,CHT PAM,OX1R antag-2
COc1ccc(CCNC(=O)CCSc2nc(-c3ccco3)cc(C(F)(F)F)n2)cc1,-23.3,i,28.5
C=CCSc1nc2ccccc2n1C(=O)/C=C/c1cc(OC)c(OC)c(OC)c1,-35.5,i,1.0
Cc1cc(C)c2c(C)c(C(=O)NCc3ccc(S(N)(=O)=O)cc3)oc2c1,0.5,i,17.4
O=C(Cc1ccccc1)NC1c2ccccc2-c2ccccc21,-19.3,i,13.4
COC(=O)/C(=N/Nc1ccccc1)N1CCCc2ccccc21,-13.6,i,15.3
CN1C(=S)N(c2ccccc2)C(=O)/C1=C/c1ccco1,0.7,i,19.8
Cc1nc2cc(-c3ccccc3)ccc2o1,-5.8,i,-1.6
O=Cc1cn(CC(=O)N2CCc3ccccc32)c2ccccc12,-22.9,i,24.0
CCCNC(=O)COC(=O)c1ccccc1OCc1ccc(Cl)cc1,-36.2,i,26.2
Cc1ccc(C(=O)NNC(=O)C2CCN(C(=O)OC(C)(C)C)CC2)cc1,-2.7,i,8.2
Cc1cccc2cc3c(N)c(C(=O)Nc4ccc(N5CCOCC5)cc4)sc3nc12,9.8,i,14.6
COc1ccc(N2CCN(C(=O)c3ccc4c(c3)NC(=O)C(CSCc3c(F)cccc3Cl)N4)CC2)cc1 (centres undefined),-22.0,i,7.5
C=CCn1cnc2c(NCc3ccccc3)ncnc21,-2.8,i,7.7
Cc1ccc(C(=O)N2CCN(c3ncccn3)CC2)o1,-2.5,i,-4.3
Cc1ccc(C(c2nnnn2C(C)(C)C)N2CCN(C3CCCC3)CC2)cc1 (centres undefined),-17.1,i,12.5
O=C(Nc1cccnc1)c1cccc([N+](=O)[O-])c1,8.1,i,10.3
COc1cccc(-c2nc(-c3cccs3)no2)c1,-11.9,i,17.9
CCOc1ccc(N2Cc3ccccc3C2)cc1,-12.9,i,14.3
O=C(c1ccc(-c2nc3ccccc3s2)o1)N1CCN(c2ccccc2O)CC1,-19.5,i,17.4
COc1ccc2cc(C(=O)N/N=C/c3sc4ccccc4c3O)ccc2c1,2.4,i,21.6
CCOc1ccc(-c2nnn(CC(=O)N3CCCC(C)C3)n2)cc1 (centres undefined),-30.4,i,30.9
Cc1nc(N2CCc3ccccc3C2)[nH]c(=O)c1Cc1ccccc1,-16.7,i,22.2
CCCc1nnc(NC(=O)Cn2cnc3ccccc3c2=O)s1,1.1,i,6.6
COc1ccc2c(C=O)c[nH]c2c1,9.4,i,22.0
Nc1ncc2c(n1)CC(c1ccco1)CC2=O (centres undefined),-1.7,i,23.2

# As entered above.
# CCCNC(=O)COC(=O)c1ccccc1OCc1ccc(Cl)cc1 @ OX1R antag-1: -36.2
# O=Cc1cn(CC(=O)N2CCc3ccccc32)c2ccccc12 @ OX1R antag-1: -22.9

# Next part.
SMILES,OX1R antag-1,CHT PAM,OX1R antag-2
COc1ccc(CNC(=O)CNC(=O)[C@@H]2Cc3ccccc3CN2)cc1,21.7,i,-0.8
COc1ccc(-c2c(C(F)(F)F)nn(C)c2NC(=O)c2ccco2)cc1,-16.7,i,7.4
O=C(COC(=O)c1ccc[nH]c1=O)NC1CCCCCCC1,-9.7,i,13.4
CC(C)(C)OC(=O)C[C@H]1C/C=C\C[C@@H](CC(=O)N[C@H](CO)Cc2ccccc2)C(=O)N2CCC[C@H]2COC1=O,-2.7,x,8.2
COc1ccc(/C=C2\N=C3CCCCCN3C2=O)cc1,-8.1,i,4.8
C/C(=N\NC(=O)CNc1cccc2ccccc12)c1ccccc1,-0.4,i,5.0
Cc1cc(C)nc(-n2ncc3c2CCCC3=O)n1,16.6,i,1.2
C#CCOCCOCCOCCNc1nc(N2CCN(C(=O)Cn3cc(CCO)nn3)CC2)nc(N2CCN(C(=O)[C@H]([C@@H](C)O)n3cc(CCCCN)nn3)CC2)n1,-6.6,i,18.1
O=C(Nc1cnn(Cc2ccc(F)cc2)c1)c1cnn2c(C(F)F)cc(-c3ccccc3)nc12,-26.6,i,2.8
Cc1nnc(SCC(=O)NC2CCCCC2)s1,4.7,i,10.9
COCCN(C(=O)c1cc2c(s1)CCCCC2)c1c(N)n(CC(C)C)c(=O)[nH]c1=O,-20.2,x,-0.5
CCCCc1nnc(NC(=O)Cc2ccc(S(=O)(=O)N3CCOCC3)s2)s1,-13.2,x,2.1
CCCCC1(Br)C(=O)N(c2ccccc2)N(c2ccccc2)C1=O,-7.8,x,13.3
COCCCN1C(=O)C(=O)/C(=C(/O)c2ccc(S(=O)(=O)N3CCCCC3)cc2)C1c1ccc(F)cc1 (centres undefined),-7.3,i,11.1
CCOC(=O)c1oc2cccc(O)c2c1C,-14.3,i,39.3*
O=C(NCCN1CCOCC1)C1CC(=O)N(c2ccc(F)c(Cl)c2)C1 (centres undefined),-11.6,i,-0.7
O=C(NCc1ccc2c(c1)OCO2)C1CC(c2ccc(Cl)c(Cl)c2)=NO1 (centres undefined),-2.8,i,41.0
COc1ccc(C(=O)/C=C/NCc2ccc(F)cc2)cc1OC,-25.9,i,8.9
CCCc1cc(=O)[nH]c(SCC(=O)NCCC2=CCCCC2)n1,-7.4,i,5.7
Fc1ccc(Cn2cccc2C2=NC(c3ccccc3)CO2)cc1 (centres undefined),-47.9,i,12.0
Cc1ccccc1Nc1c([N+](=O)[O-])ccc2c1=NC1(CCCCC1)N=2,-0.6,i,1.6
O=C(Nc1ccc(Br)cc1)C1CCCN(C2=NS(=O)(=O)c3ccccc32)C1 (centres undefined),-5.1,x,6.9
O=S(=O)(/N=C(/Nc1ccc(Cl)c(S(=O)(=O)Nc2ccccc2Cl)c1)c1ccc(F)cc1)c1ccccc1,0.9,i,21.6
COc1ccc(-n2c(SCC(=O)N3CCN(c4ccccc4)CC3)nc3c(c2=O)SCC3)cc1,-26.5,i,4.4
CC(NC(=O)c1ccc(C(C)(C)C)cc1)C(c1cccs1)N1CCOCC1 (centres undefined),-31.0,i,11.9
SMILES,OX1R antag-1,CHT PAM,OX1R antag-2
CN(C(=O)COC(=O)c1cc(-c2ccc(Cl)s2)nc2ccccc12)C1CCS(=O)(=O)C1 (centres undefined),-7.2,i,17.5
O=C(Nc1ncc(Cc2cccc(Cl)c2)s1)c1cccs1,-22.0,i,21.2
N=c1nc(-c2ccccc2)ccn1O,-14.7,i,26.0
O=C(CCS(=O)(=O)c1cccc2nonc12)NCCc1ccccc1Cl,-13.9,i,40.5
CCCCCCC(=O)N(O)C1CC(=O)N(c2ccccc2)C1=O (centres undefined),-10.2,i,8.9
Cc1cccc(CC2S/C(=N/N=C/c3ccco3)N(c3ccccc3)C2=O)c1 (centres undefined),-6.0,i,15.6
CC1CCN(S(=O)(=O)c2cccc(C(=O)N(Cc3ccccc3)c3ccccn3)c2)CC1,-1.4,i,15.8
O=C(O)CC1c2ccccc2S(=O)(=O)N1Cc1ccccc1 (centres undefined),-8.5,i,6.6
CSCCC(NC(=O)COc1ccccc1)C(=O)N1CCC(C(N)=O)CC1 (centres undefined),18.5,x,-0.2
CN(Cc1cn(-c2ccccc2)nc1-c1ccc(F)cc1)C(=O)CCC(=O)O,-29.5,i,4.5
CC(=O)Nc1ccc(-c2csc(NCc3ccccc3)n2)cc1,-4.6,i,27.2
CCOc1ccccc1NC(=O)c1c(Br)cnn1C,-19.4,i,5.7
Cc1cc(C)n(C(=O)CN2C(=O)COc3ccccc32)n1,-5.8,i,18.5
O=C(COC(=O)CCc1nc2ccccc2c(=O)[nH]1)Nc1ccccc1OC(F)F,14.7,x,-0.8
O=C(Nc1ccc(-c2cn3ccsc3n2)cc1)C1CCCC1,-14.0,i,12.5
Cc1ccc2c(C(=O)CN3CCCCC3)c(C)[nH]c2c1,-9.9,i,15.4
Cc1ccc(-n2ccc(=O)c(C(=O)Nc3ccc(S(=O)(=O)Nc4onc(C)c4C)cc3)n2)cc1,-4.4,i,8.4
COc1cc(OC)cc(C(=O)NCC(=O)NC(C)c2ccccc2)c1 (centres undefined),-13.3,i,-1.5
O=C(CSc1nnc(Cc2ccccc2)o1)NCc1ccco1,-14.9,i,14.2
COc1cccc(Nc2ccc([N+](=O)[O-])c3nonc23)c1,-14.6,i,51.7
Cc1cc2ncn(C(=O)N3CCCC3)c2cc1C,-13.2,i,5.5
CC(C)(C)Cc1nnc(NS(=O)(=O)c2ccccc2)s1,-13.7,i,16.8
Cc1sc2nc(CN3CCCC3)nc(NCc3ccncc3)c2c1C,-25.3,6.32*,1.2
CC(=O)c1ccc(NC(=O)Nc2cccc(Cl)c2)cc1,35.4,i,72.0*
Cc1ccc(S(=O)(=O)N2CCN(C3CCC(c4ccccc4)CC3)CC2)cc1 (centres undefined),-4.4,i,-1.0

# Structures from the list above that contain a COOH group (two):
SMILES,OX1R antag-1,CHT PAM,OX1R antag-2
O=C(O)CC1c2ccccc2S(=O)(=O)N1Cc1ccccc1 (centres undefined),-8.5,i,6.6
CN(Cc1cn(-c2ccccc2)nc1-c1ccc(F)cc1)C(=O)CCC(=O)O,-29.5,i,4.5

# More structures follow:
SMILES,OX1R antag-1,CHT PAM,OX1R antag-2
CN(CC(=O)Nc1ccc(OC(F)(F)F)cc1)C1CCCCC1,4.3,i,4.5
Cc1c(CCOC(=O)C23CC4CC(CC(C4)C2)C3)sc[n+]1CC#N,-29.5,i,10.5
Cc1onc(-c2c(Cl)cccc2Cl)c1NC(=O)NNc1c(Cl)cncc1Cl,-14.6,i,12.8
COc1ccc(C2=NN(CC(=O)NCC(OC)OC)C(=O)CC2)cc1,3.1,i,4.0
COc1cc(C(C#N)N2N=C(c3ccccc3)CC2c2ccccc2)ccc1O (centres undefined),-27.6,i,14.9
O=c1cc(Nc2ccc3c(c2)OCCO3)[nH]c(=O)n1-c1ccc(Br)cc1,-6.8,i,13.8
CN(C)CCNC(=S)Nc1ccc(F)c(F)c1F,4.9,i,20.3
COC(=O)C1C(O)=C(C=Nc2ccccc2)C(=O)CC1(C)C (centres undefined),-13.7,i,9.4
C=CC[C@@H](CC(=O)OC(C)(C)C)C(=O)OC[C@@H]1CCCN1C(=O)[C@H](CC=C)CC(=O)NCCO,-7.7,x,4.2
Cc1ccc(/C=N/NC(=O)c2ccc(Br)o2)s1,-13.0,i,24.5
O=S(=O)(c1ccccc1)N1CN(c2ccc(F)cc2F)c2nc3ccccc3nc21,-24.8,x,12.3
CN(C)CCCN1C(=O)c2oc3ccc(Cl)cc3c(=O)c2C1c1cccnc1 (centres undefined),-9.2,i,6.3
O=C(CNCc1ccccn1)Nc1ccc([N+](=O)[O-])cc1C(=O)Nc1ccccc1F,-16.1,i,22.6
N#CC1C=Cc2ccccc2N1C(=O)c1ccccc1 (centres undefined),-23.2,i,6.0
O=C(Nn1c(-c2ccccc2)nc2ccccc2c1=O)c1cccs1,-3.5,i,29.1
O=C(N/C=C/n1cnc2cc(C(F)(F)F)ccc21)c1ccccc1F,-18.6,i,8.2
Cc1onc(-c2ccccc2)c1C(=O)NC(=S)NNC(=O)c1cc(-c2ccc(F)cc2)n[nH]1,-6.5,i,24.5
CCc1nn(CC(=O)NCCCc2ccccc2)c(=O)c2cc3c(OC)cccc3n12,-16.6,i,7.7
CCn1nnnc1SCC(=O)N(C)C1CCS(=O)(=O)C1 (centres undefined),-13.6,x,2.1
CNC(=S)N1CCC(NC(=O)C23CC4CC(CC(C4)C2)C3)CC1,-22.8,i,8.0
COCCn1c(SCC(=O)Nc2cc(C(C)(C)C)nn2-c2ccccc2)nc2ccccc2c1=O,-7.2,i,15.7
COc1nccnc1NS(=O)(=O)c1ccc(N/C=C2\CCCCC2=O)cc1,1.6,i,-1.0
Cc1cc(=O)oc2cc(OCC(=O)Nc3ccc(S(=O)(=O)N(C)C)cc3)ccc12,-7.5,i,0.2
Cn1c(-c2ccc3ccccc3n2)[n+](C)c2ccccc21,1.0,i,12.0
CCCn1c(C)cc(C(=O)COC(=O)CN=C2NS(=O)(=O)c3ccccc32)c1C,-21.8,i,-2.1

# Marked active in OX1R antag-2, of those listed so far:
compound	OX1R antag-1	OX1R antag-2
CCOC(=O)c1oc2cccc(O)c2c1C	-14.3	39.3*
CC(=O)c1ccc(NC(=O)Nc2cccc(Cl)c2)cc1	35.4	72.0*

# The listing picks up, repeating the four entries before the break.
SMILES,OX1R antag-1,CHT PAM,OX1R antag-2
COc1nccnc1NS(=O)(=O)c1ccc(N/C=C2\CCCCC2=O)cc1,1.6,i,-1.0
Cc1cc(=O)oc2cc(OCC(=O)Nc3ccc(S(=O)(=O)N(C)C)cc3)ccc12,-7.5,i,0.2
Cn1c(-c2ccc3ccccc3n2)[n+](C)c2ccccc21,1.0,i,12.0
CCCn1c(C)cc(C(=O)COC(=O)CN=C2NS(=O)(=O)c3ccccc32)c1C,-21.8,i,-2.1
Cc1cc(-c2nnnn2-c2cc(Cl)cc(Cl)c2)no1,-16.2,i,3.5
CC(=O)Nc1ccc(/C=C/c2nc3ccccc3o2)cc1,-10.5,i,9.5
Cc1ccc(NC(=O)NNc2cccc(Cl)n2)cc1,-20.7,i,4.0
O=C(/C=C/c1ccco1)NC(=S)Nc1ccccn1,-24.5,i,17.6
C=CCn1c(=NC(=O)c2sc3ccccc3c2Cl)sc2cc(S(N)(=O)=O)ccc21,8.8,i,-2.6
O=[N+]([O-])c1ccc(CSc2ccc(S(=O)(=O)N3CCCC3)cn2)cc1,3.9,x,3.4
C=CCN(c1ccccc1OC)S(=O)(=O)c1cccc(C(=O)OCC(=O)N2CC(C)OC(C)C2)c1 (centres undefined),-36.1,x,7.2
CN(C)/C=N/c1c(C#N)cnn1-c1ccc(C(F)(F)F)cn1,-8.9,i,1.0
CCN1C/C(=C/c2cccc([N+](=O)[O-])c2)C(=O)/C(=C/c2cccc([N+](=O)[O-])c2)C1,-25.7,i,9.8
CC(C)NC(=O)NC1C2CC3CC(C2)CC1C3 (centres undefined),-10.6,i,-8.4
COCCN(C(=O)COC(=O)CCC(=O)c1ccc(Cl)cc1)c1c(N)n(Cc2ccccc2)c(=O)[nH]c1=O,-9.4,i,9.1
